CatL inh – inhibitors of human cathepsin L, biochemical; Procathepsin L (Homo sapiens), P07711; AID 460, 2006; inhibition, %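 (tested at 10 µM)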; purified cathepsin L, fluorogenic substrate, fluorescence; actives 0.17% (n = 58,000); in the data active = inhibition above about 45%;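 note: 0% = enzyme with no compound and 100% = no enzyme blank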
Target sequence (P07711 114-288 limits assumed): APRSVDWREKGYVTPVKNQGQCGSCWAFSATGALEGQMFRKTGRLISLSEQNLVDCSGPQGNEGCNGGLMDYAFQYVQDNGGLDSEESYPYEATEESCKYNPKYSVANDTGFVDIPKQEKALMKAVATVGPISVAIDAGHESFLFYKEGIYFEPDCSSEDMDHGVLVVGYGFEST
Target sequence (P07711 292-333 limits assumed): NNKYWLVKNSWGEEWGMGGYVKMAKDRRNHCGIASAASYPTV
C1s inh – complement C1s protease inhibitors, primary screen, biochemical, 10-compound mixtures; purified C1s, fluorogenic AMC substrate, pooled mixtures; Complement C1s subcomponent (Homo sapiens), P09871; actives 0.16% (n = 62,000); mean inhibition % of two 10-compound mixtures (stronger effect = higher value), % at 5 µM (by protocol);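 active = inhibition above 20% in each of the two 10-compound mixture wells holding the compound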;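 note: 0% = enzyme wells lacking compound mixture and 100% = no-enzyme blank wells; some compounds called inactive have numbers as strong as hits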
FXIa inh mix – FXIa protease inhibitors in compound pools, primary screen, biochemical, 10-compound mixtures; actives 0.19% (n = 62,000); purified FXIa, fluorogenic substrate, pooled mixtures; Coagulation factor XI (Homo sapiens), P03951; inhibition, % at 5 µM; AID 680, 2007;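 note: each value is inhibition by a whole ten-compound pool holding the compound; 0% = enzyme with no mixture and 100% = wells lacking enzyme; strong numbers were not always called active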
CatG inh – human cathepsin G inhibitors, primary screen, biochemical, pooled compound mixtures, AMC fluorescence; purified enzyme, AMC-tetrapeptide fluorescence; inhibition, % at 5 µM (by protocol); actives 0.2% (n = 62,000);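 active = inhibition above 20% in each of the two mixture wells holding the compound; inactive = inhibition of 20% or less in either well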;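 note: 0% = enzyme control without mixture and 100% = blank lacking enzyme; strong numbers were not always called active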
Target sequence (P08311 21-244 limits assumed): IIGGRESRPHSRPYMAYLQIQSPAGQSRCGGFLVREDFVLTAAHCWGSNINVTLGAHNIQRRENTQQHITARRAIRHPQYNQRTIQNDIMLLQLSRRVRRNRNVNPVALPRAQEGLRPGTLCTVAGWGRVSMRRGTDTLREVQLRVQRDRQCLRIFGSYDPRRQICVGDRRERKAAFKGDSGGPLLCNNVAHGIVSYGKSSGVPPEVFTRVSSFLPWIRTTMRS
Cdc25B inh – inhibitors of Cdc25B phosphatase catalytic domain, primary screen, biochemical, OMFP fluorescence | M-phase inducer phosphatase 2 (Homo sapiens), P30305 | recombinant Cdc25B, OMFP fluorescence Ex485/Em525 | inhibition, %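 (compounds tested at 10 µM final in the well)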 | actives 0.1% (n = 65,000) | AID 368, 2006; in the data active = inhibition above about 50%
HTR1A agonist – human 5-HT1a receptor agonists, primary screen, cell-based, CHO, Ga15 NFAT-bla reporter | 5-hydroxytryptamine receptor 1A (Homo sapiens), P08908 | CHO 5-HT1a Ga15 NFAT-bla reporter, FRET ratio; 0% basal, 100% maximal reference agonist | activation, % at 10 µM | actives 0.56% (n = 65,000);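 active = activation above the screen-wide mean activation plus 3 SD, cut at about 19% in these data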;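 note: 0% = DMSO wells and 100% = 5-CT at EC100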
MKP-1 inh – MKP-1 phosphatase inhibitors, primary screen, biochemical, in vitro; inhibition, %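 (compounds tested at a single concentration somewhere between 10 and 100 µM)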; Dual specificity protein phosphatase 1 (Homo sapiens), P28562; actives 0.15% (n = 65,000); recombinant MKP-1, OMFP hydrolysis fluorescence;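 active = inhibition above about 50%, limit read from the data; inconclusive = inhibition over screen mean plus 3 SD, below that limit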;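 note: 0% = DMSO max control wells and 100% = wells with enzyme stopped by NaOH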
Target sequence (P28562 whole entry, looked up): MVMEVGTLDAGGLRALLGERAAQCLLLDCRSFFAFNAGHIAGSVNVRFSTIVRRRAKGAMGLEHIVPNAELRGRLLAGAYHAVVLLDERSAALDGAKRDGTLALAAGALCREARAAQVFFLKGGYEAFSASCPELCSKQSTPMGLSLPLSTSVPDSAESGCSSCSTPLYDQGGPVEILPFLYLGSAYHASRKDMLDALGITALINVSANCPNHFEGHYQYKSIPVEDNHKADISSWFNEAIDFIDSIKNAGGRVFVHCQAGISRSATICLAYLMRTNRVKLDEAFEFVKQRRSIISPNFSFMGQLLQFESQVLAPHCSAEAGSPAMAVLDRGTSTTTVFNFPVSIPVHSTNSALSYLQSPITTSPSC
Hsp90 inh – tumor Hsp90 inhibitors, primary screen, cell lysate, fluorescence polarization, NCI-N417 lysate. Cy3B-geldanamycin FP displacement. inhibition, % at 30 µM. actives 0.35% (n = 64,000). AID 429, 2006;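 active = inhibition above 50%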;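 note: 0% = tracer plus lysate wells and 100% = tracer alone without lysate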
FXIIa mix inh – human factor XIIa inhibitors, primary screen, biochemical, pooled compound mixtures, fluorogenic substrate | Coagulation factor XII (Homo sapiens), P00748 | purified FXIIa | inhibition, % at 5 µM | actives 0.2% (n = 62,000) | AID 684, 2007;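 note: 0% = enzyme without compound and 100% = no enzyme blank; some results filed as inactive read as strong as hits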
An asterisk follows results filed as active; u = inconclusive; x = not tested or not shown. Cut-off read from the data, not from the text of the source, unless noted: active = inhibition above about 20% (passing the limit was not always enough); inactive = the rest. No enrichment for hits (roughly 1.6% active in at least one column).

Preview (6 entries):
SMILES	CatL inh	C1s inh	FXIa inh mix	CatG inh	Cdc25B inh	HTR1A agonist	MKP-1 inh	Hsp90 inh	FXIIa mix inh
COc1ccc(OC)c(S(=O)(=O)n2cccn2)c1	-1	13	7	14	-3	-1.0	2	-3	5
COc1ccc(CCNC(=O)c2ccccc2NC(=O)c2ccco2)cc1OC	10	-39	-4	5	-10	-3.2	-4	-4	2
O=C(CN1CCC(n2nnc3ccccc32)CC1)Nc1ccc2c(c1)CCC2	8	2	6	4	-15	0.2	12	-1	0
CCOC(=O)CSc1nc2c(c(=O)n1-c1ccc(OCC)cc1)SCC2	x	x	x	x	0	-1.6	5	-4	x
O=C(NCc1ccc2c(c1)OCO2)c1ccc2c(c1)C(=O)N(Cc1cccnc1)C2=O	2	-201	-30	-21	-15	0.4	6	0	-8
Cc1ccc(S(=O)(=O)N2CCN(S(=O)(=O)N3CCCCC3)CC2)c(C)c1	14	-1	-9	2	-25	-1.2	-3	-1	-13

This part in full, previewed entries included:
SMILES	CatL inh	C1s inh	FXIa inh mix	CatG inh	Cdc25B inh	HTR1A agonist	MKP-1 inh	Hsp90 inh	FXIIa mix inh
COc1ccc(OC)c(S(=O)(=O)n2cccn2)c1	-1	13	7	14	-3	-1.0	2	-3	5
COc1ccc(CCNC(=O)c2ccccc2NC(=O)c2ccco2)cc1OC	10	-39	-4	5	-10	-3.2	-4	-4	2
O=C(CN1CCC(n2nnc3ccccc32)CC1)Nc1ccc2c(c1)CCC2	8	2	6	4	-15	0.2	12	-1	0
CCOC(=O)CSc1nc2c(c(=O)n1-c1ccc(OCC)cc1)SCC2	x	x	x	x	0	-1.6	5	-4	x
O=C(NCc1ccc2c(c1)OCO2)c1ccc2c(c1)C(=O)N(Cc1cccnc1)C2=O	2	-201	-30	-21	-15	0.4	6	0	-8
Cc1ccc(S(=O)(=O)N2CCN(S(=O)(=O)N3CCCCC3)CC2)c(C)c1	14	-1	-9	2	-25	-1.2	-3	-1	-13
O=C1OC(Nc2ccc3c(c2)OCO3)c2ccccc21 (configuration not stated)	9	-70	-6	0	0	0.6	8	x	2
Cc1ccc2[nH]c3c(=O)n(CCCN4CCOCC4)cnc3c2c1	-1	-2	9	-2	3	-2.5	-13	-5	0
Cc1cccc(NC(=O)c2cnc3scc(C)n3c2=O)c1	0	-19	6	-12	-1	0.0	5	-4	6
O/N=C1/CCc2cccc3cccc1c23	18	6	0	0	-11	-3.2	5	-3	5
CCOc1ccc2nc(NC(=O)c3cnccn3)sc2c1	-7	12	7	8	-6	-1.6	11	-1	5
Cc1cccc(-c2nc(CS(=O)CC(=O)N3CCCCC3)c(C)o2)c1 (configuration not stated)	x	4	2	8	-13	-3.6	6	-1	-21
CCN(CC)c1cccc(OC2=NS(=O)(=O)c3ccccc32)c1	-1	-9	3	11	-4	-1.5	4	-11	-8
Cc1sc(NC(=O)COc2cccc(-n3cnnn3)c2)c(C#N)c1C	0	0	5	-6	-8	0.5	-2	0	5
COc1ccc(NC(=O)CCCN2C(=O)CCC2=O)cc1Cl	9	5	8	4	-17	-3.0	-4	-4	6
Cc1cc(N2CCOCC2)c2c(N)c(Br)cc(C)c2n1	4	-3	-3	7	-2	0.8	5	-1	10
O=C(CSc1nnc(-c2ccco2)o1)NCC(=O)c1ccccc1	-3	-1	10	4	-6	0.2	8	0	3
CCc1ccc(S(=O)(=O)NCc2cn3cccc(C)c3n2)s1	10	5	11	11	10	-1.5	-6	2	1
CCOC(=O)CC1(C)NC(=O)c2c(C)sc(C(=O)OCC)c2N1 (configuration not stated)	-14	0	1	3	-8	0.5	18	-2	9
N#Cc1nc(-c2ccc(OCc3ccc(Cl)cc3)cc2)oc1NCCCn1ccnc1	-17	10	4	10	3	0.7	-5	-6	-10
CCOC(=O)c1c(NC(=O)CSc2ncn[nH]2)sc(C)c1C	8	4	4	11	2	2.4	14	-6	-3
Cc1ccc(-c2oc3ccccc3c(=O)c2O)cc1	10	13	3	11	-9	2.9	-4	-3	1
COc1ccc2oc(=O)c(C(=O)N3CCN(c4ccc(F)cc4)CC3)cc2c1	-7	2	8	-1	-15	-2.5	13	-2	-16
Cc1nc2c(C(=O)NCc3ccc4c(c3)OCO4)c[nH]n2c(=O)c1Cc1ccccc1F	-3	16	2	11	2	0.2	u	2	2
COc1ccc(CC(=O)N2CCN(c3ccccn3)CC2)cc1OC	7	-13	0	-2	1	-0.3	-11	-1	-14
CC1=C(C(=O)N2CCOCC2)C(c2ccccc2F)C2=C(CC(C)(C)CC2=O)N1 (configuration not stated)	-11	-16	2	-1	-8	-1.8	26	-1	10
O=C(Nc1ccccc1)C1CCN(c2nccs2)CC1	-1	15	3	12	-2	-1.4	6	1	4
COc1ccc(CN2CCC(C(=O)N(C)CCc3ccc(OC)c(OC)c3)CC2)c(OC)c1	-6	-12	6	11	-7	-1.2	1	-4	5
O=C(CSc1nnc(-c2ccc(F)cc2)o1)Nc1ccc(S(=O)(=O)N2CCCCCC2)cc1	-9	15	4	11	-16	2.2	10	-1	16
O=C(NCc1ccc2c(c1)OCO2)c1cc2c(s1)CS(=O)(=O)C2	-6	1	2	10	2	1.1	-4	-5	3
Cc1cc(NC(=O)c2ccc(Cn3nc(C)c(Br)c3C)o2)no1	13	-17	-9	23	-16	13	13	-6	0
CCOC(=O)Nc1cc(OCC)c(NC(=O)C2CC2)cc1OCC	5	4	1	4	3	-3.5	7	25	5
O=C(c1ccccc1)c1ccc(N2CCOCC2)c(F)c1	x	19	6	13	-8	-0.9	-10	-2	7
COc1ccc(OC)c2c(N3CC(C)OC(C)C3)cc(C(F)(F)F)nc12 (configuration not stated)	-2	0	2	9	-7	-1.2	6	9	14
Cc1cc(NC(=O)COC(=O)C2CCCN2C(=O)c2cccs2)no1 (configuration not stated)	9	-24	11	-4	3	-2.8	19	1	-20
CCCOc1ccccc1C(=O)NCCCC(=O)O	12	x	x	x	-26	0.7	-22	1	x
COc1ccc(S(=O)(=O)NCCc2ccc(F)cc2)cc1	1	5	7	0	-6	-3.0	6	-4	8
O=C(c1noc2c1CCCCC2)N1CCN(C(c2ccccc2)c2ccccc2)CC1	10	13	8	8	2	-3.4	7	-1	-1
CC(=O)Nc1ccc(S(=O)(=O)N2CCN=C2C)cc1	1	-3	-2	-1	-1	-4.9	-9	0	3
CC1CCN(Cc2nc3c(c(=O)n(C)c(=O)n3C)n2Cc2c(F)cccc2Cl)CC1	x	x	x	x	-8	-1.8	-17	-1	x
O=C(c1ccccc1)N1CCN(C2CC3CCC2C3)CC1 (configuration not stated)	13	-20	0	-8	-6	0.2	9	3	3
C/C(Nc1cccc(F)c1)=C(/C#N)C(N)=O	6	3	-1	2	-14	-0.5	3	-1	3
O=C(Cn1cnc2ccccc21)NCCCN1CCOCC1	-2	-16	2	-3	-1	1.4	11	-4	6
CCn1cc(C(=O)N2CCn3c(nc4ccccc43)C2)c(=O)c2ccc(C)nc21	-5	-4	-3	7	-2	-1.5	7	0	1
CC(=O)Nc1ccc(N2CCOCC2)c(C(=O)Nc2cccc(C)c2)c1	-1	-122	-22	-8	-12	-3.0	8	-4	14
O=C(CN1CCN(c2ccccn2)CC1)Nc1ccc2ccccc2c1	18	4	15	28	-13	0.2	29	-1	6
CC(C)CC(=O)Nc1ncnc2c1C(=O)CC(C)(C)C2	11	x	x	x	-20	-0.6	-16	-3	x
O=C1N2CCSC2=NC1(Nc1ccccn1)C(F)(F)F (configuration not stated)	26	10	6	8	2	-0.2	5	-4	9
NC1=NC(c2cn(-c3ccccc3)nc2-c2cccs2)n2c(nc3ccccc32)N1 (configuration not stated)	-4	-10	5	-2	13	-1.6	9	1	-3
O=C(O)C1C2C=CC(O2)C1C(=O)NC1CCCc2ccccc21 (configuration not stated)	-5	5	9	6	-10	-2.0	-16	-4	12
N#CC12C(N)=NC3(OCCO3)C1(C#N)C1=C(CCC1)NC2c1ccccc1 (configuration not stated)	-2	-1	20	0	0	-1.6	-7	-6	3
CN(Cc1cc2ccccc2[nH]c1=O)S(C)(=O)=O	10	-1	6	-3	2	-3.8	21	-2	1
CCN1CCN(S(=O)(=O)c2cc(C)c(OC)cc2C)CC1	7	4	0	11	-1	-3.6	1	-6	0
CC(=O)Nc1ccc(S(=O)(=O)NCC2CCC(C(=O)N3CCCCCC3)CC2)cc1 (configuration not stated)	-3	15	5	13	-12	-2.1	10	-3	2
Cn1c(CCN2CCCCC2)nc2cc(NC(=O)Nc3ccccc3)ccc21	-9	-2	-2	9	-3	0.8	-14	0	7
O=C(NCc1ccccc1)c1c(O)c2cccc3c2n(c1=O)CCC3	15	12	2	14	2	6.2	27	-6	1
Cn1c(CN2CCN(c3ccc(Cl)cc3)CC2)nc2ccccc21	x	13	1	9	-1	-1.4	14	-2	13
COc1ccccc1N1CCN(CC(=O)Nc2c(C)n[nH]c2C)CC1	-1	-45	-6	-17	6	-2.7	-2	-4	-4
O=C(c1ccco1)N(Cc1ccco1)c1ccc(O)cc1	-7	-11	5	2	-9	0.1	0	-1	5
CCOc1nc(C)ccc1-c1noc(-c2ccccc2OC)n1	5	-49	5	-12	-10	-0.3	-16	-2	6
Cc1cccc(-c2nnc3n2N=C(c2ccc(Br)cc2)CS3)c1	19	x	x	x	-18	2.2	-15	-2	x
COc1cc(Cl)ccc1S(=O)(=O)n1nc(C)cc1C	0	-13	2	0	-15	-1.7	-8	-1	-8
Nn1c(SCc2cccc3ccccc23)nnc1-c1ccco1	6	17	11	11	-10	-4.9	-9	-5	-3

Looked up by compound from the list above, 2 records:
SMILES	CatL inh	C1s inh	FXIa inh mix	CatG inh	Cdc25B inh	HTR1A agonist	MKP-1 inh	Hsp90 inh	FXIIa mix inh
N#CC12C(N)=NC3(OCCO3)C1(C#N)C1=C(CCC1)NC2c1ccccc1 (configuration not stated)	-2	-1	20	0	0	-1.6	-7	-6	3
O=C(c1ccco1)N(Cc1ccco1)c1ccc(O)cc1	-7	-11	5	2	-9	0.1	0	-1	5
